CIT2-GFP yeast: yeast TOR pathway CIT2-GFP modulation | S. cerevisiae CIT2-GFP strain, flow cytometry, 3 h; 100 means same as DMSO wells | GFP response vs DMSO, % at 10 µM | 320,000 compounds, 0.065% hits | AID 2029;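 active means GFP response relative to DMSO above a set limit, near the screen mean plus 3 SD, cut at about 150% in these data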;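 further: ratio of well median GFP fluorescence to mean of DMSO wells on the plate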
CR mimetic SO: caloric restriction mimetics inhibiting age-related superoxide in yeast. S. cerevisiae aged cells, superoxide DHE fluorescence; hits give low values. superoxide response (% of plate mean), % at 10 µM. 330,000 compounds, 0.18% hits. AID 2690;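 active means superoxide response under a set limit, about three screen SD below normal, cut at about 65% in these data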;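 further: yeast aged for seven days with compound at 30 °C before DHE staining; 100% = average MFI of all compound-treated wells on the plate with controls excluded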
AGP1 TOR yeast: modulators of TOR pathway AGP1-GFP in S. cerevisiae; S. cerevisiae AGP1-GFP multiplex flow cytometry, 3 h; GFP as percent of DMSO wells; GFP response vs DMSO, % at 10 µM; 320,000 compounds, 0.02% hits;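 active means GFP response relative to DMSO above a set limit, near screen average plus 3 SD, cut at about 150% in these data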;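 further: median GFP channel fluorescence of the gated AGP1 strain per well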
GRK2 aptamer HTS: blocks RNA aptamer binding to human GRK2 | AID 488847 | inhibition of aptamer binding, % at 10 µM | bead flow cytometry, FAM-aptamer displacement from GRK2 | 330,000 compounds, 0.59% hits;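 active means inhibition of aptamer binding above 40%, roughly 3 SD of noise, on plates passing a quality check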;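 further: median bead fluorescence of bound FAM aptamer so fluorescent compounds give negative values; no value below 0 was filed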
Target sequence (P25098 whole entry, looked up): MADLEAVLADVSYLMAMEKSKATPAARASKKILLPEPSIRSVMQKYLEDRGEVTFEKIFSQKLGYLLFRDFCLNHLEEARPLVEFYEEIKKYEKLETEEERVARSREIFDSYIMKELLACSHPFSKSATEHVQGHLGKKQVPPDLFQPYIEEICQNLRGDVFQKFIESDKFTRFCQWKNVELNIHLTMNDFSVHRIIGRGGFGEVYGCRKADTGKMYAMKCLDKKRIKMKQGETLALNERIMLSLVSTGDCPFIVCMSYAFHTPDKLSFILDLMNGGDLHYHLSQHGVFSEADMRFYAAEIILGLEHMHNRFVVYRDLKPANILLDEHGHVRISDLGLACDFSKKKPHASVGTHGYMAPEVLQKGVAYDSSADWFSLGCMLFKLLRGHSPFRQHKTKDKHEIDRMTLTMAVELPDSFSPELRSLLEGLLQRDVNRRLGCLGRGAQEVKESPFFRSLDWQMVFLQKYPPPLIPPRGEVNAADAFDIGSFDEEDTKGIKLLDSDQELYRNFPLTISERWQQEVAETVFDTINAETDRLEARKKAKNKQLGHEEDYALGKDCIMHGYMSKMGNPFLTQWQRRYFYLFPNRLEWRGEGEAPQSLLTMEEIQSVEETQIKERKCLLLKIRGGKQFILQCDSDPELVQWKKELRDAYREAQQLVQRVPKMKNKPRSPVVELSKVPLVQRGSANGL
VLA-4 inh: inhibition in a human VLA-4 binding assay. inhibition, % (about 7 µM as worked out from the volumes in the protocol). VLA-4 expressing cells, ligand binding flow cytometry. 330,000 compounds, 0.2% hits; in the data active means inhibition above about 50%
RPL19A TOR yeast: alters RPL19A-GFP fluorescence in TOR pathway yeast screen. 330,000 compounds, 0.3% hits. percent response vs DMSO, % at 10 µM. AID 2025. S. cerevisiae RPL19A-GFP strain, flow cytometry, 3 h; hits give low values;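 active means percent response vs DMSO below 50%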;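 further: median channel GFP fluorescence of the barcoded RPL19A-GFP strain; ratio of sample median GFP to plate DMSO average so 100% = DMSO; lower means less RPL19A-GFP as with rapamycin TOR inhibition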
LAP4-GFP MLPCN: modulators of TOR pathway LAP4-GFP in S. cerevisiae; GFP response vs DMSO, % at 10 µM; 320,000 compounds, 0.34% hits; AID 2023; S. cerevisiae LAP4-GFP multiplex, flow cytometry GFP, 3 h; median GFP as percent of DMSO wells;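 active means GFP response vs DMSO above a set limit, about the screen mean plus 3 SD, cut at about 150% in these data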
MEP2 TOR yeast: yeast TOR pathway MEP2-GFP modulation; S. cerevisiae MEP2-GFP strain, flow cytometry GFP, 3 h; 100% = DMSO control level; GFP response vs DMSO, % at 10 µM; 330,000 compounds, 0.51% hits; AID 2016;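 active means GFP response versus DMSO above a set limit, roughly screen mean plus 3 SD, cut at about 180% in these data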;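 further: median GFP fluorescence of the barcode-gated MEP2-GFP cells per well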
An asterisk follows results filed as active; x = no result given.

SMILES	CIT2-GFP yeast	CR mimetic SO	AGP1 TOR yeast	GRK2 aptamer HTS	VLA-4 inh	RPL19A TOR yeast	LAP4-GFP MLPCN	MEP2 TOR yeast
Cc1cccc(CNS(=O)(=O)c2ccc(-c3cnc(C4CC4)o3)cc2)c1	108	130	106	23	9	102	96	99
Cc1cc(C)c(S(=O)(=O)NCCc2ccncc2)c(C)c1	103	86	104	3	-8	105	96	99
CN(C)S(=O)(=O)N(CC(=O)Nc1ccccc1F)c1ccccc1	99	86	104	5	10	99	97	101
CC(NC(=O)c1ccccc1SCC(=O)N1CCCC1)c1ccc(F)cc1 (stereo unspecified)	95	102	91	0	-3	92	90	93
Cc1cc(=O)n(Cc2ccccc2)c2ccccc12	97	99	101	4	9	97	107	98
Cc1ccc(S(=O)(=O)Nc2ccc3cn[nH]c3c2)cc1	103	89	105	4	5	101	105	102
O=C1c2cccc3c(N4CCCCC4)ccc(c23)C(=O)N1c1ccccc1O	97	116	48	2	-205	96	87	93
CCC1(C(=O)OC)NC(c2cccc(F)c2)C2C(=O)N(C)C(=O)C21 (stereo unspecified)	95	107	100	1	8	101	101	101
Cc1nn(C)c(C)c1S(=O)(=O)N1CCCC(C(=O)N2CCN(c3ccc(Cl)cc3)CC2)C1 (stereo unspecified)	97	101	103	0	9	100	99	99
CCCCCCN[C@H]1CCC2C3CC=C4C[C@@H](O)CC[C@]4(C)C3CC[C@@]21C (stereo partly specified)	92	80	94	0	2	102	96	89
N#CC1=C(N)OC2=C(C(=O)CCC2)C1Cc1ccccc1 (stereo unspecified)	103	109	98	0	-5	97	96	99
Cc1ccc(C2=NC3(CCCC3)N=C2SCC(=O)Nc2ccc3c(c2)OCCO3)cc1	89	97	97	3	39	95	104	108
Cc1ccccc1N1CCN(C(=S)c2ccc(-c3cccc([N+](=O)[O-])c3)o2)CC1	103	99	100	1	-2	99	102	100
O=c1cc(N2CCCCCC2)[nH]c(=O)n1-c1ccc(Cl)cc1	105	85	95	0	-25	103	108	92
CCOc1ncccc1C(=O)NCC1COc2ccccc2O1 (stereo unspecified)	78	126	92	2	28	103	105	101
CCOC(=O)C(NC(=O)c1ccc(OC)cc1)(Nc1cc(C)on1)C(F)(F)F (stereo unspecified)	100	89	105	0	4	106	101	106
N#CC1=C2Sc3ccccc3N2CCCC1=O	96	98	93	2	7	94	102	97
Cc1nn(Cc2c(F)c(F)c(F)c(F)c2F)c(C)c1NC(=O)c1ccnn1C	104	102	110	2	-9	98	105	99
O=C(c1cc(S(=O)(=O)N2CCCCC2)ccc1N1CCOCC1)N1CCN(Cc2ccccc2)CC1	102	92	103	0	-1	103	106	104
Cc1ccc(-c2nn(-c3ccc(F)cc3)cc2C(=O)N(C)CC(=O)Nc2ccc(N3CCOCC3)cc2)cc1	78	99	103	0	1	96	96	102
Cn1nc(C(=O)OCC(=O)Nc2ccc3ccccc3c2)c2ccccc2c1=O	97	92	102	4	8	97	116	98
Cc1cc(OCc2cc3c(cc2Cl)OCO3)c2c(C)cc(=O)oc2c1	105	98	101	1	11	105	94	104
CCOC(=O)c1c(C)nc2c(C#N)cnn2c1C	101	110	99	1	14	101	105	108
CCOC(=O)c1c(C)[nH]c(C(=O)COC(=O)C(C)N2C(=O)C3CCCCC3C2=O)c1C (stereo unspecified)	97	92	91	0	-5	93	94	93
O=C1CN(C(=O)c2cc([N+](=O)[O-])ccc2Cl)C(c2ccccc2)c2cc(F)ccc2N1 (stereo unspecified)	101	112	100	0	10	102	110	106
O=C(Nc1n[nH]c(=S)s1)c1ccco1	103	97	104	6	1	101	107	104
O=C(Nc1ccc(F)cc1)N1CCOCC1	88	122	102	0	-6	96	76	90
Cc1ccc(NC2SC(=O)N(Cc3cccc(C(=O)O)c3)C2=O)c(C)c1 (stereo unspecified)	97	125	99	0	9	102	106	109
C=CCC(C#N)(c1ccc(OC)c(OC)c1)c1cnccn1 (stereo unspecified)	103	92	91	1	0	104	133	107
Nc1cc(Cl)ccc1C(=O)OCC(=O)NCc1cccs1	103	101	99	4	-3	100	110	101
O=C(NC1CCCCC1)c1ccccc1NC(=O)C1CC(=O)N(c2ccc(Cl)cc2)C1 (stereo unspecified)	86	109	88	5	9	84	85	85
CN(C)c1cccc(C(=O)OCc2cc(=O)oc3cc(O)ccc23)c1	98	85	101	54*	-12	89	105	114
O=C(c1cc(-c2cccs2)nc2ccccc12)N1CCN(c2ccccc2O)CC1	84	96	90	0	-4	93	91	83
CC1CCC/C(=N/Nc2nc3ccccc3s2)C1 (stereo unspecified)	95	72	91	0	-1	95	98	102
O=C(Cc1ccc(Cl)cc1)NCC(=O)N1CCN(Cc2ccccc2)CC1	97	110	105	0	9	91	102	95
CCn1c(CC(=O)Nc2ccc(C)cc2)nnc1SCC(=O)Nc1nc(C)cs1	94	104	94	0	4	99	99	99
CN1CCC(=O)N([C@H](CSc2ccccc2)Cc2ccccc2)CC1	69	102	79	0	15	91	100	90
COc1ccc(C(=O)NCCS(=O)(=O)N2CCOCC2)cc1	87	91	100	1	14	90	93	90
COC(=O)C(C(=O)OC)=C(/C=C/C=C/N(C)C)N(C)C	96	100	94	1	-4	91	90	95
OCCN(CC#CCC(O)(c1ccccc1)C1CCCC1)CCO (stereo unspecified)	101	77	108	0	21	103	115	107
COc1ccc(N2CC(C(=O)Nc3nnc(C4CCCCC4)s3)CC2=O)cc1 (stereo unspecified)	101	90	100	1	6	103	96	107
CCn1c(=O)cc(SCC(=O)N2CCOCC2)c2ccccc21	104	72	104	0	-4	98	107	103
O=C(CCN1C(=O)/C(=C/C=C/c2ccccc2)SC1=S)Nc1cccnc1	99	99	103	7	-17	106	98	102
COC(=O)c1ccccc1OCc1cccc(C)n1	98	112	x	6	13	100	92	98
CSc1nnc(-c2sc3cc(Cl)ccc3c2Cl)n1C	91	93	93	0	3	99	122	101
CCC(C)(C(=O)NC1CCCCC1)N(C(=O)Cc1cccs1)c1ccccc1 (stereo unspecified)	98	97	98	2	2	106	95	101
CCN(CC(=O)Nc1ccc(NC(C)=O)cc1)C(=O)c1c(-c2c(F)cccc2Cl)noc1C	104	86	97	1	6	99	100	96
Cc1ccc(-c2csc(N(Cc3ccco3)C(=O)c3cccs3)n2)cc1	104	115	95	8	7	101	111	109
CC(C)c1cc(=O)n2[nH]c(SCc3ccc(Cl)cc3)nc2n1	110	91	111	7	-5	112	100	109
CC(C)(C)c1ccccc1NC(=O)c1ccco1	94	101	92	0	4	93	95	102
COC(=O)c1cc(C(=O)OCC(=O)N(C)c2ccccc2)cc([N+](=O)[O-])c1	101	98	106	0	-5	95	105	102
NC1=NS(=O)(=O)NC1c1cccc(F)c1 (stereo unspecified)	102	96	103	2	4	102	99	99
Cc1cc(=O)[nH]c(Nc2ccccc2C)n1	102	82	109	1	7	117	97	110
N#C/C(=C/c1ccc(O)c(O)c1)C(=O)NCc1ccc(Cl)cc1	94	88	96	2	9	101	93	103
CCOC(=O)c1oc2cc(OCC(N)=O)ccc2c(=O)c1-c1ccc(OC)c(OC)c1	101	88	102	0	16	99	105	106
Fc1ccc(COc2ccc(/C=N/n3cnnc3)cc2)cc1	87	130	95	1	8	98	98	93
Cc1ccc(-c2cc(C(=O)Nc3ccc(S(=O)(=O)N4CC(C)OC(C)C4)cc3)[nH]n2)c(O)c1 (stereo unspecified)	107	109	105	0	4	110	104	113
CCOC(=O)C1=C(N)N(c2cc(S(=O)(=O)N3CCOCC3)ccc2Cl)C(=O)C1	108	96	121	0	-5	100	115	100
COc1ccc(CCNC(=O)C(=O)NCC2OCCN2S(=O)(=O)c2ccc(C)cc2)cc1OC (stereo unspecified)	101	91	108	0	24	99	103	101
COc1ccc2c(c1)SC(C)CC2=O (stereo unspecified)	82	89	87	2	10	92	89	98
The list goes on.
SMILES	CIT2-GFP yeast	CR mimetic SO	AGP1 TOR yeast	GRK2 aptamer HTS	VLA-4 inh	RPL19A TOR yeast	LAP4-GFP MLPCN	MEP2 TOR yeast
C=CCn1c(-c2ccc(Cl)cc2)cnc1SC(C)C(N)=O (stereo unspecified)	91	95	90	4	-2	92	100	99
NS(=O)(=O)c1ccc(CNC(=O)c2ccc3c(=O)n4c(nc3c2)CCC4)cc1	91	102	103	0	24	99	115	103
N/C(=N\OC(=O)c1ccccc1Cl)c1ccccn1	94	104	90	1	10	98	111	103
COC(=O)c1c(C)oc2c1cc(NS(=O)(=O)c1cccs1)c1ccccc12	96	98	101	0	0	97	98	102
CCC(=O)NCCCOc1ccccc1	x	99	101	0	1	97	94	99
COCCCNc1nc(N)c([N+](=O)[O-])c(Nc2ccccc2OC)n1	97	97	80	0	3	96	111	101
CC(=O)c1c(C(C)=O)c(C)n(-c2nc(-c3ccc(Br)cc3)c(C)s2)c1C	103	99	106	4	9	103	104	113
CCOC(=O)c1c(C)[nH]c(C)c1C(=O)COC(=O)CCOc1ccccc1OC	93	112	97	0	11	95	x	88
COc1cc(C(=O)N2CCN(C)CC2)cc(OC)c1OC	95	97	97	0	10	94	90	103
COc1ccc(CCNC(=O)C2CCN(S(=O)(=O)c3cccs3)CC2)cc1OC	109	95	106	5	13	100	107	116
Oc1c(C(Nc2cccc(C(F)(F)F)c2)c2ccncc2)ccc2cccnc12 (stereo unspecified)	90	92	88	3	2	91	170*	88
Cc1ccc(C(C)NC(=O)c2ccncc2)c(C)c1 (stereo unspecified)	114	93	107	1	14	109	103	112
OC(c1cc(C(F)(F)F)nc2c(Cl)cc(Cl)cc12)C1CCCCN1 (stereo unspecified)	107	101	101	0	11	105	94	110
CCOc1ccc(NC(=S)N(CCc2c(C)[nH]c3ccc(C)cc23)Cc2cccnc2)cc1	101	91	107	0	-19	101	102	97
CC1(C)CN2C(=S)N(c3ccccc3)C(c3ccccc3)N2C1 (stereo unspecified)	96	86	97	1	6	101	97	102
COc1ccccc1CCC(=O)Nc1ccc(S(=O)(=O)Nc2nccs2)cc1	95	104	106	3	-7	95	100	95
COc1ccc(C(=O)c2ccc3oc(-c4ccc(OC)cc4)c(C#CCCO)c3c2)cc1	96	111	102	2	39	101	98	107
CCCC1(C(=O)OCC)NC(c2ccc(O)cc2)C2C(=O)N(c3ccc4c(c3)OCCO4)C(=O)C21 (stereo unspecified)	66	81	75	5	19	111	94	94
CS(=O)(=O)N1CCC(C(=O)Nc2ccc(F)cc2F)CC1	99	94	101	3	-16	103	97	107
COc1ccccc1C(CNC(=O)COc1cc(C)ccc1Cl)N1CCCC1 (stereo unspecified)	97	96	102	0	-11	99	103	100
CCC[N+](CC#Cc1ccccc1)(CCC)CC(=O)c1ccc(Cl)cc1	102	103	101	0	-19	99	100	103
Cc1ccc(S(=O)(=O)NCCOC(=O)Nc2sc(=S)n(C)c2C)cc1	100	97	104	96*	0	96	106	102

Screening results from PubChem.
